Screening data (PubChem)
Rat MKP-3 inhibitors – MKP-3 phosphatase inhibitors, primary screen, biochemical, rat enzyme, in vitro (AID 425); Dual specificity protein phosphatase 6 (Rattus norvegicus); recombinant MKP-3 phosphatase activity, fluorescence; higher % means a stronger effect; inhibition, % at 20 µM, or IC50 in µM where a hit was titrated; 0.17% of 110,000 active; in the data active = inhibition above about 50%;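 note: plate controls were vehicle for no effect and reference inhibitor for full effect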
Hsp70 displacement – Hsp70 inhibitors, probe displacement, primary screen, biochemical, fluorescence polarization (AID 583). Heat shock 70 kDa protein 1A (Homo sapiens). Hsp70 fluorescence polarization probe displacement, mP; higher % means a stronger effect. one-dose displacement, % at 20 µM; IC50 in µM for titrated hits. 0.06% of 140,000 active; in the data active = displacement above about 50%;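 note: plate controls were vehicle for no effect and reference ligand for full effect; a part of the inactive calls stands beside numbers as strong as those of hits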
* = called active by the depositor; x = no result given; & = joins results of further samples.

SMILES	Rat MKP-3 inhibitors	Hsp70 displacement
O=C(/C=C/c1ccc2c(c1)OCO2)Nc1ncccn1	-1%	0.2%
CCS(=O)(=O)N1CCC(C(=O)NCCN2CCN(Cc3ccccc3)CC2)CC1	-6%	-2.0%
CC1Cc2ccccc2N1C(=O)Cn1c(=O)oc2cc(S(=O)(=O)N3CCCCC3)ccc21 (stereo not drawn)	-10%	-7.7%
CCCN1CCC(=NNC(=O)c2ccc(Br)o2)CC1	1%	2.5%
Cc1ccc(NC(=O)c2cc(-n3cnnc3)ccc2Cl)cc1	x	-3.2%
O=C(O)CSc1sc(=S)sc1SCC(=O)O	-1%	6.5%
O=C1CSC(c2cn(-c3ccccc3)nc2-c2cc3ccccc3oc2=O)N1Cc1ccccc1 (stereo not drawn)	x	4.8%
NC(=O)c1ccc(NC(=O)c2cc(-c3ccc(Cl)c(Cl)c3)nc3ccccc23)cc1	6%	-0.7%
Cc1sc2nc(SCC(=O)N3CCN(CCO)CC3)[nH]c(=O)c2c1C	2%	-1.1%
Cn1c(/C=C/c2ccc([N+](=O)[O-])cc2)nc2ccccc2c1=O	3%	-3.1%

Part of the list above in order of molecular weight, ascending.
SMILES	Rat MKP-3 inhibitors	Hsp70 displacement
O=C(/C=C/c1ccc2c(c1)OCO2)Nc1ncccn1	-1%	0.2%
Cn1c(/C=C/c2ccc([N+](=O)[O-])cc2)nc2ccccc2c1=O	3%	-3.1%
CCS(=O)(=O)N1CCC(C(=O)NCCN2CCN(Cc3ccccc3)CC2)CC1	-6%	-2.0%

Further results
SMILES	Rat MKP-3 inhibitors	Hsp70 displacement
O=C(c1ccc2c(c1)OCO2)N1CCCC1	x	2.1%
CCN1CCN(C(=S)c2ccc(Cl)c(Cl)c2)CC1	x	-1.9%
COc1cccc(NS(=O)(=O)c2ccc3[nH]cc(C(=O)NCCN4CCOCC4)c(=O)c3c2)c1	-1%	1.3%
O=C(O)CCc1nc(-c2ccc(Cl)cc2)no1	-11%	x
CCCCCCCCOC(=O)CCc1c(C)[nH]c(=S)[nH]c1=O	x	8.4%
Cc1cccc(-n2nnc(C(=O)N3CCc4ccccc4C3)c2N)c1	10%	-2.8%
CCCOc1ccc(C(=O)Nc2ncc(Cc3cccc(Cl)c3)s2)cc1	4%	-0.8%
CCn1c(Oc2ccc(Oc3ncc(Cl)cc3Cl)cc2)nc2c1c(=O)n(C)c(=O)n2C	3%	-4.5%
CC(C)n1c(SCC(=O)N2CCCC2)nc2c1c(=O)n(C)c(=O)n2C	-16%	4.0%
CCc1c(C)sc(NC(=O)CC#N)c1C#N	-10%	8.7%

Sorted by value in Rat MKP-3 inhibitors (rising): some entries from above
mol	Rat MKP-3 inhibitors	Hsp70 displacement
O=C(O)CCc1nc(-c2ccc(Cl)cc2)no1	-11%	x
CCCOc1ccc(C(=O)Nc2ncc(Cc3cccc(Cl)c3)s2)cc1	4%	-0.8%
Cc1cccc(-n2nnc(C(=O)N3CCc4ccccc4C3)c2N)c1	10%	-2.8%

(next part)
SMILES	Rat MKP-3 inhibitors	Hsp70 displacement
COc1cccc(C(=O)Nc2ncc3c(n2)CC(C)(C)CC3=O)c1	8%	-2.7%
O=C(N/N=C/c1cccc([N+](=O)[O-])c1)C(=O)N1CCCCCC1	-1%	0.7%
CCCNC(=S)NCCN1CCCCC1	x	4.7%
CC1(C)NN(c2ccccc2)C(=S)N1CN1CCOCC1	2%	4.5%
Cc1oc(-c2ccc(Cl)cc2)nc1CN1CCC(C(=O)N2CCN(Cc3ccccc3)CC2)CC1	-5%	-0.9%
O=S(=O)(c1ccccc1)N1CCN(Cc2ccccc2C(F)(F)F)CC1	2%&2%	-1.3%&-7.0%
CCN(CC)c1ccc(C=C(C(C)=O)C(C)=O)c(OC(C)=O)c1	4%	-0.7%
Cc1cc(C)n(-c2nc3c(c(=O)[nH]c(=O)n3C)n2CC(O)c2ccccc2)n1 (stereo not drawn)	-8%	2.1%
COc1ccc(/C=C/C(=O)O)cc1S(=O)(=O)NCCO	0%	2.1%
Cc1occc1-c1nnc(SCC(=O)Nc2ccccc2)n1CCc1ccccc1	-8%	2.8%
CCn1c(SCC(=O)NC2CCCCC2)nnc1-c1cccs1	-7%	-3.0%
CC(Oc1ccc(Cl)cc1Cl)C(=O)N1CCN(c2ccc(Cl)cc2)CC1 (stereo not drawn)	0%	2.6%
COc1ccccc1OCCc1nnc(N)s1	x	1.5%
O=C(O)CC(c1ccccc1)c1ccccc1	-4%	-1.2%
CCC(=O)Nc1ccc(S(=O)(=O)N2CCCCC2)cc1OC	x	3.9%
O=C(NCc1ccccn1)C(=O)Nc1ccc([N+](=O)[O-])cc1	1%	2.0%
COc1ccc(-c2c3c(=O)n(C)c(=O)n(C)c3cn2Cc2cccnc2)cc1	-5%	1.8%
COc1cc(C(=O)O)nc2ccccc12	-5%	1.7%
CCS(=O)(=O)N1CCCC(C(=O)NCc2ccc3c(c2)OCO3)C1 (stereo not drawn)	2%	2.3%
COc1ccc(C(=O)N/C(=C/c2cccs2)C(=O)NCCN2CCOCC2)cc1	2%	0.6%
Cc1ccc(OCC(=O)Nc2ccc(-c3nc4ncccc4o3)cc2)cc1	15%	1.9%
O=C(NCc1cccnc1)c1cnn2c(C(F)(F)F)cc(-c3ccc4c(c3)OCO4)nc12	-6%	-0.6%
Cc1ccc(C(=O)N(Cc2ccccc2)c2ccccc2)cc1	2%	0.5%
c1ccc(-c2csc3nnc(SCc4ccc5c(c4)OCCO5)n23)cc1	x	10%
COc1cc(C)c(S(=O)(=O)Nc2ccc(CC(=O)O)cc2)cc1C	-5%	1.5%
CC(=O)N1CCc2cc(S(=O)(=O)NC(CC(C)C)C(=O)N3CCn4c3nc3ccccc34)ccc21 (stereo not drawn)	-1%	3.5%
O=C(O)CNC(=O)c1ccccc1Cl	-2%	1.2%
COc1cccc(-c2nnc(-c3ccc(OC)c(OC)c3)o2)c1	1%	3.6%
Cc1ccc(CNC(=O)C2CCN(S(=O)(=O)c3cccs3)CC2)o1	-6%	1.9%
CCCCN(CC)C(=O)CN(C)S(=O)(=O)c1cccc2nsnc12	-1%	-1.7%
C=CCN(CCNP(=O)(OCC)OCC)CP(=O)(OCC)OCC	x	0.3%
O=C(NNC(=O)c1ccc(Oc2ccc(C(=O)NNC(=O)c3ccncc3)cc2)cc1)c1ccncc1	-1%	-2.9%
O=C(NCc1ccccn1)C(=O)N/N=C/c1ccccc1C(F)(F)F	0%	-1.0%
O=c1cc(CSc2nnc(COc3ccccc3Cl)o2)nc2sccn12	6%	7.3%
Cc1ccc(-n2cnc(N)c2C(=O)c2ccc([N+](=O)[O-])cc2)cc1	3%	x
O=C(CC(c1ccccc1)c1ccccc1)N1CCN(c2ccc([N+](=O)[O-])cc2)CC1	6%	3.0%
CCn1c(C)[n+](CC(O)COCC2CC=CCC2)c2ccccc21 (stereo not drawn)	x	-3.9%
C=CCn1c(=S)[nH]c2scc(-c3ccc(C)cc3)c2c1=O	1%	1.3%
CCn1c(C(=O)N2CCC(Cc3ccccc3)CC2)cc2sccc21	2%	3.1%
O=C(Nc1cc(C(F)(F)F)ccc1Cl)c1nc2nc(-c3ccccc3)cc(C(F)(F)F)n2n1	0%	0.9%
Cc1ccc(N(CCCCN2C(=O)c3ccccc3C2=O)C(=O)c2cccc(C(F)(F)F)c2)cc1	1%	-17%
CCOC(=O)C1=C(N)N2C(=O)C(C)SC2=C(C(=O)OC)C1c1ccccc1OC (stereo not drawn)	-11%	-1.1%
CCn1c2ccccc2c2cc(CN3CCN(Cc4ccc(OC)c(Br)c4)CC3)ccc21	3%	-4.0%
COc1ccc2oc(C)c(C(N)=O)c2c1	-11%	-0.3%
COc1ccc(/C(C)=N/NC(=O)COc2ccc(Cl)cc2Cl)cc1OC	0%	-1.3%
NNC(=O)Cn1c(SCc2ccccc2)nc2ccccc21	x	4.0%
CCOC(=O)Cn1c(=O)c2c(nc3n2CCCCN3c2ccc(C)cc2)n(C)c1=O	-7%	-0.5%
COc1ccc(N2CCN(C(=O)CCNS(=O)(=O)c3cccs3)CC2)cc1	x	-1.9%
OCCCCNc1cccc2ccccc12	7%	1.2%
Cc1ccc(-n2nc3cc(C)c(NC(=O)c4cc([N+](=O)[O-])ccc4Br)cc3n2)cc1	2%	-4.3%
Next part
SMILES	Rat MKP-3 inhibitors	Hsp70 displacement
Cc1ccc(NC(=O)C2CCCN2C(=O)Oc2ccccc2)cc1C (stereo not drawn)	x	-0.3%
O=C(O)Cn1cc2c(n1)CCCC2	-3%	-1.4%
CCOc1ccc(C(=O)N2CCN(c3ccccc3)CC2)cc1	0%	2.4%
Cc1ccc(C(=O)N2CCN(c3ccc([N+](=O)[O-])cc3)CC2)o1	4%	3.7%
CCn1c(CNc2ccc(Cl)cc2)nnc1SCc1ccc(C)cc1	x	5.7%
CCOC(=O)CSc1nnc(CNC(=O)c2cccs2)n1-c1cccc(C)c1	1%	2.8%
O=C1c2ccccc2C(=O)N1CSc1nnnn1-c1ccccc1	-12%	-2.5%
Cn1cccc1Cc1nnc(SCC(=O)Nc2ccc3c(c2)OCCO3)n1CCc1ccccc1	-2%	-2.4%
N#CCSc1ncccc1-c1nc2ccccc2[nH]1	x	-2.8%
Cc1ccc(OC(=S)Nc2ccc(O)cc2)cc1	x	1.3%
Cc1ccc(-n2nnnc2-c2cnn(-c3ccc(F)cc3)c2C(F)(F)F)cc1	x	-0.2%
COc1cc(C(=O)NN2C(=O)/C(=C/c3ccc(N(C)C)cc3)SC2=S)ccc1O	-1%	-104%
CCOC(=O)c1ccc(NC(=O)c2ccc(OCC(C)C)cc2)cc1	-6%	-0.9%
COc1ccc(NC(=O)CCn2nnc(-c3ccc(C)cc3)n2)cc1OC	x	3.7%
CC(=O)NS(=O)(=O)c1ccc(NS(=O)(=O)c2ccc(F)cc2)cc1	-4%	-0.6%
Cc1nc2c(C(=O)NCCc3ccccc3)c[nH]n2c(=O)c1Cl	0%	3.2%
O=S(=O)(NCc1csc(-c2ccccc2)n1)c1ccc(Cl)s1	-5%	3.4%
COc1ccc(NC(=O)C(c2ccc(OC)cc2)N(C)C(=O)CNC(C)=O)cc1 (stereo not drawn)	-6%	-2.1%
CCOC(=O)C(=CNc1ncccc1C)C(=O)OCC	3%	1.3%
CC1=C(C(=O)Nc2ccccc2C)C(c2ccc(F)cc2)NC(=S)N1 (stereo not drawn)	2%	2.9%
O=C(Nc1ccc(F)cc1)N1CCC(c2nc3c(nnn3Cc3cccc(Cl)c3)c(=O)[nH]2)CC1	-8%	1.3%
O=C(COc1ccc(Cl)cc1)NNC(=O)Cc1ccc([N+](=O)[O-])cc1	2%	-2.0%
Cc1cccc(N(CC(=O)N=Nc2c(O)[nH]c3ccccc23)S(C)(=O)=O)c1C	x	-2.9%
O=C(NCCc1ccc(Cl)cc1)C1CC(=O)N(C2CCCCC2)C1 (stereo not drawn)	-11%	1.0%
COCCCN1C(=O)c2ccc(C(=O)Nc3ccc(OC)cc3)cc2C1=O	x	-4.2%
Cc1cccc(-n2nnnc2SCn2nnc3ccccc3c2=O)c1	-2%	4.6%
O=C(Nc1cccc(C(F)(F)F)c1)c1ccc(CN2CCc3ccccc3C2)cc1	0%	-1.5%
COC(=O)CC1C(=O)NCCN1C(=O)Nc1ccc(Cl)cc1 (stereo not drawn)	x	-4.0%
COc1ccc(N2CCN(c3nc4c(c(=O)[nH]c(=O)n4C)n3Cc3ccccc3Cl)CC2)cc1	0%	-4.3%
COC(=O)CSc1nnc2n(-c3ccc(OC)cc3)c(=O)c3c4c(sc3n12)CCCC4	0%	-1.3%
Cc1ccc(-n2nc(-c3ccc(N)cc3)cc2N)cc1	-11%	-0.4%
Cc1cc(C)c(NS(=O)(=O)c2cccc([N+](=O)[O-])c2)c(C)c1	3%	1.9%
Cn1c(C(=O)N2CCCC2)cc2c(=O)n(C)c3ccccc3c21	-7%	-3.5%
CC(C)COC(=O)c1ccc(NC(=O)c2cccs2)cc1	2%	5.7%
Cc1ccc(Br)cc1S(=O)(=O)N1CCN(c2ccccc2)CC1	-2%&4%	4.6%&0.9%
CN(CCCCCNC(=O)/C=N/O)Cc1ccccc1	-1%	3.3%
Cc1ccc(NCc2nnc(SCC(=O)Nc3cccc(O)c3)n2CC2CCCO2)c(C)c1 (stereo not drawn)	1%	2.9%
c1ccc(CCCN2CCN(C3CCCC3)CC2)cc1	4%	-0.7%
COc1ccc(OC)c(N(CC(=O)N2CCC(C)CC2)S(=O)(=O)c2ccccc2)c1	x	0.4%
CC(C)(C)NC(=O)c1cc(NC(=O)Cc2ccccc2)cc(NC(=O)Cc2ccccc2)c1	6%	-1.8%
OCCN(Cc1ccccc1)Cc1ccc(Cl)cc1Cl	x	4.5%
CCOC(=O)Nc1ccc(C(C)CC)cc1 (stereo not drawn)	2%	1.0%
COc1cc(/C=C(\C#N)C(N)=O)ccc1O	-1%	-3.9%
C=CCn1c(SCc2c(C(=O)OC)sc(N)c2C(=O)OC)nnc1-c1ccc(Cl)cc1	x	3.7%
CCOC(=O)C1CCN(Cc2ccc(O)c(OC)c2)CC1	-8%	3.0%
COc1ccc(/C=C2\C=C(c3ccc(C)cc3)OC2=O)cc1C	-2%	-4.4%
Cc1ccc(OCCOCCOc2ccc(Cl)cc2/C=N\n2cnnc2)cc1	3%	-1.2%
O=C(CCCCn1c(=O)c2ccccc2n(CC(=O)NC2CCCC2)c1=O)NCc1ccco1	3%	2.4%

Entries of single compounds as entered above.
COc1cc(/C=C(\C#N)C(N)=O)ccc1O is entered as Rat MKP-3 inhibitors: -1%; Hsp70 displacement: -3.9%
Cc1ccc(OCCOCCOc2ccc(Cl)cc2/C=N\n2cnnc2)cc1 is entered as Rat MKP-3 inhibitors: 3%; Hsp70 displacement: -1.2%
OCCN(Cc1ccccc1)Cc1ccc(Cl)cc1Cl is entered as Rat MKP-3 inhibitors: x; Hsp70 displacement: 4.5%

These rows are one share of the data. The share of hits here may be higher or lower than overall.
